CHRM1 PAM: positive allosteric modulators of human M1 muscarinic receptor; P11229; CHO-K1 hM1, Fluo-8 calcium fluorescence, ACh EC20; 0% = ACh EC20, 100% = maximal ACh; activation, % at 3 µM; 360,000 tested, 0.088% active; AID 588819; in the data active = activation above about 19%, passing the limit was not always enough
Target sequence (P11229 whole entry, looked up): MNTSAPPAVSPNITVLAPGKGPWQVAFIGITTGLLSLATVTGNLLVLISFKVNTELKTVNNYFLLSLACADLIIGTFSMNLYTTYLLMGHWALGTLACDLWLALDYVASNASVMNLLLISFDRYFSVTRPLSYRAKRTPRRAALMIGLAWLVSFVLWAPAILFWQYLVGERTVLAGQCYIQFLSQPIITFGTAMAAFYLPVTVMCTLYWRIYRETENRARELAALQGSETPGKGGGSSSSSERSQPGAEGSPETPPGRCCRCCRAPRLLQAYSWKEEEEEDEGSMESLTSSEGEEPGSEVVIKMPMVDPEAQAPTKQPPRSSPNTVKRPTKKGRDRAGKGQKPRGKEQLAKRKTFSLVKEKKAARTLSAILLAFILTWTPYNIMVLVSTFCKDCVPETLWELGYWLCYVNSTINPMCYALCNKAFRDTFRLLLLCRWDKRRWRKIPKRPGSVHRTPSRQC
CHRM1 antagonist: blocks human M1 muscarinic receptor | P11229 | CHO-K1 hM1, Fluo-8 calcium fluorescence, ACh EC80 antagonist | inhibition, % at 3 µM | 360,000 tested, 1.3% active | AID 588852;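 active = percent inhibition above its own plate's cutoff, namely the mean of that plate's compound wells plus 3 SD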;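 note: peak over basal fluorescence ratio during 140 s after agonist addition; 0% = ACh EC80 plus DMSO and 100% = DMSO alone without agonist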
M1 ag: agonists of human M1 muscarinic receptor; P11229; CHO-K1 hM1, Fluo-8 calcium fluorescence, agonist mode; 0% DMSO, 100% acetylcholine EC100; activation, % at 3 µM; 360,000 tested, 0.33% active; AID 588814;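 active = activation above the run's mean compound activation plus 3 SD, cut at about 16% in these data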;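 note: peak over basal fluorescence ratio within a 140 s kinetic read after compound addition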
TAAR1 antagonist: human TAAR1 antagonism. Q96RJ0. CHO RD-HGA16 TAAR1, Fluo-8 calcium fluorescence, antagonist. inhibition, % at 3 µM. 360,000 tested, 1.5% active;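 active = inhibition above a per-plate cutoff, the mean inhibition of test compounds on that plate plus 3 SD, cut at about 49% in these data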;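 note: 0% = DMSO plus EC80 beta-PEA response and 100% = DMSO alone without agonist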
Target sequence (Q96RJ0 whole entry, looked up): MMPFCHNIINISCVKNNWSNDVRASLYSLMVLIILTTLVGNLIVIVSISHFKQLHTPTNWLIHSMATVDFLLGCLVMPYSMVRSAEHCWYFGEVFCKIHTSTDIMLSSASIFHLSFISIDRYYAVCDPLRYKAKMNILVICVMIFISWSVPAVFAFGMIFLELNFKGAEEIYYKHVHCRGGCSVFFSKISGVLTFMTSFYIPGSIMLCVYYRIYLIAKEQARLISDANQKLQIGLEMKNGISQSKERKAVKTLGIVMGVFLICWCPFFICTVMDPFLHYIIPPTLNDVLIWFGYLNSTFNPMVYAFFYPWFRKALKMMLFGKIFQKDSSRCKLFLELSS
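Test system: hTAAR1-expressing CHO RD-HGA16 cells, Gα16-coupled; Probe or stimulus: EC80 β-phenethylamine stimulus; Compound dosing: single nominal final test compound concentration of 3 µM; Timing: 140 s kinetic read after compound, 140 s after agonist; Signal: Fluo-8 calcium-sensitive fluorescence; Measure: % inhibition of agonist calcium response; Controls: DMSO and EC80 PEA controls.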
TAAR1 agonist: agonists of human TAAR1 | Q96RJ0 | CHO RD-HGA16 TAAR1, Fluo-8 calcium fluorescence; vehicle wells 0%, saturating PEA agonist 100% | activation, % at 3 µM | 360,000 tested, 0.99% active | AID 624467;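 active = activation above the mean activation of all test compounds in the run plus 3 SD, cut at about 38% in these data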
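Test system: RD-HGA16 (CHO) cells co-expressing Gα16 and hTAAR1 / Benchmarks: DMSO vehicle as 0%, PEA at EC100 as 100% / Repeats: no replicates (n 1) / Measure: % activation from peak over basal fluorescence ratio, DMSO-to-PEA scaled / Timing: 17-24 h plating, Fluo-8 75 min 37 °C, 30 min RT / Technique: kinetic Fluo-8 calcium fluorescence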
CHO-K1 Ca ag: M1 agonist counterscreen hit in parental CHO-K1 cells. Fluo-8 calcium fluorescence; scaled to maximal ATP response, vehicle zero. activation, % at 3 µM. 360,000 tested, 0.48% active. AID 602248; in the data active = activation above about 15%;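 note: untransfected CHO-K1 host cells lacking M1 receptor as counterscreen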
CHO parental Ca: signal in parental CHO cells, OX1R antagonist counter-screen; parental CHO-K1, ATP-induced calcium, Fluo-8 fluorescence; inhibition, % at 5.6 µM; 330,000 tested, 0.63% active; AID 463079;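 active = inhibition above that plate's mean sample inhibition plus 3 SD, cut at about 26% in these data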;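 note: 0% = ATP-challenged DMSO wells and 100% = DMSO wells without ATP; some compounds past the cut are filed as inactive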
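Measured by: calcium-sensitive Fluo-8 fluorescence / Test system: CHO parental line / Controls: ATP-challenged DMSO wells low, unchallenged DMSO wells high / Measure: % inhibition / Compound: single nominal dose of 5.6 µM per compound / Replicates: single well per compound, no replicates / Reagent: ATP as calcium-mobilizing challenge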
M1 PAM parental: M1 PAM counterscreen hit in parental CHO-K1 cells. ATP EC20, Fluo-8 calcium fluorescence; 0% at ATP EC20, 100% at ATP max. activation, % at 3 µM. 360,000 tested, 0.02% active. AID 602247;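 active = activation above the run cutoff, the mean activation of all test compounds plus 3 SD, cut at about 40% in these data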;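 note: peak over basal fluorescence ratio in a 140 s read after ATP addition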
CHO-K1 Ca antag: nonselective inhibitor or artifact in parental CHO-K1 cells; 360,000 tested, 0.6% active; ATP-induced calcium, Fluo-8 fluorescence; AID 602250; inhibition, % at 3 µM;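 active = inhibition above a per-plate cutoff, the plate's mean sample inhibition plus 3 SD, cut at about 24% in these data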;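 note: 0% = DMSO plus EC80 ATP and 100% = DMSO alone without ATP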
The depositor's hits bear a star; / = not tested or not shown.

SMILES | CHRM1 PAM | CHRM1 antagonist | M1 ag | TAAR1 antagonist | TAAR1 agonist | CHO-K1 Ca ag | CHO parental Ca | M1 PAM parental | CHO-K1 Ca antag
Cc1sc2ncnc(OCC(=O)N3CCN(C(=O)c4ccco4)CC3)c2c1C | 9 | 4 | -1 | 0 | 0 | -0.1 | 5 | 1 | -7
COc1ccc(C2c3sc(=O)[nH]c3SC3C(=O)N(c4ccccc4)C(=O)C32)cc1 (stereo unspecified) | 8 | -16 | 1 | -9 | 4 | 0.9 | -13 | 7 | 2
Cc1ccc(CNC(=O)[C@H](C)N2C(=O)N3CCc4c([nH]c5ccccc45)[C@@]3(C)C2=O)cc1 | 5 | -9 | -2 | -5 | 2 | 1.4 | -13 | 13 | -8
C[C@H](c1ccccc1)N1C[C@H](COCc2ccccc2)Oc2cc(N3CC[C@H](N(C)C)C3)ccc2S1(=O)=O | / | / | / | 14 | 10 | 0.0 | / | 3 | -16
Cn1c(=O)c2c(nc(NC(Cc3ccccc3)C(=O)O)n2Cc2ccccc2)n(C)c1=O (stereo unspecified) | -9 | 8 | -6 | -24 | 13 | 1.1 | -32 | 14 | -4
CSc1nnc(SCC(=O)N(C)c2c(N)n(Cc3ccccc3)c(=O)[nH]c2=O)s1 | 6 | -14 | -5 | -24 | 1 | 0.8 | -3 | 10 | -5
Cn1c(SCC(=O)NC(C)(C)C)nc(O)cc1=O | 7 | -6 | -1 | -9 | -2 | 0.2 | -7 | 11 | -19
O=C(NCc1nnc2c(C(F)(F)F)cc(Cl)cn12)c1ccc2c(c1)OCO2 | 3 | -5 | 0 | -6 | -2 | 0.5 | -23 | 3 | -15
CC1(C)C2CCC13CS(=O)(=O)NC3C2 (stereo unspecified) | 6 | -12 | -4 | 2 | 2 | 0.1 | -1 | 16 | -9
COc1ccc(-n2ncc3c(N(C)C4CCCCC4)ncnc32)cc1 | 9 | -18 | -3 | -23 | -2 | 0.2 | -7 | -5 | -3
CC(C)(C)C(=O)Nc1ccc(S(=O)(=O)Nc2ccccn2)cc1 | 8 | -13 | -5 | 16 | 2 | 0.8 | 4 | 17 | -8
CCC(=O)Oc1ccc2c(C)cc(=O)oc2c1C | 0 | -6 | -2 | 12 | 8 | 0.6 | 12 | 7 | -18
Nc1cc(=O)[nH]c(SCC(=O)Nc2ccc([N+](=O)[O-])cc2)n1 | 7 | -10 | -3 | 0 | 2 | 1.2 | -11 | 21 | -10
COc1ccc(-n2nc(C(=O)N(C)C)nc2-c2ccccc2)cc1 | 9 | -19 | -3 | -22 | 1 | -0.2 | 1 | 16 | -6
Cc1cnc(C(=O)N2CCCC(N3CCN(c4cccc(C(F)(F)F)c4)CC3)C2)cn1 (stereo unspecified) | 0 | -2 | -6 | -19 | -2 | 0.0 | -14 | 0 | -2
CCOc1ccc(CCNC(=O)CN2CCN(Cc3ccccc3F)C2=O)cc1OCC | 10 | -17 | -4 | -4 | -1 | 0.3 | -8 | 8 | -9
O=C(O)CN1C(=O)/C(=C\c2cccc(OCc3ccccc3)c2)SC1=S | 8 | -11 | -5 | -9 | 12 | 0.4 | -12 | 20 | -9
Cc1nc2ccc([N+](=O)[O-])cc2c(=O)n1Cc1cccc(F)c1 | -2 | 2 | -5 | -9 | 6 | 1.4 | -15 | -8 | -6
CC(c1nccs1)N(C)C(=O)CCc1nnc(CCc2ccccc2)o1 (stereo unspecified) | 10 | -13 | -3 | -16 | 1 | 0.8 | -10 | 17 | -17
CCOc1ccc(NC(=O)NCc2ccccn2)cc1 | 6 | -2 | -2 | -5 | -1 | 3.7 | -2 | 7 | -1

Only M1 ag and CHRM1 antagonist (2 entries from above):
Structure	M1 ag	CHRM1 antagonist
CC(C)(C)C(=O)Nc1ccc(S(=O)(=O)Nc2ccccn2)cc1	-5	-13
CCC(=O)Oc1ccc2c(C)cc(=O)oc2c1C	-2	-6

A draw from above in order of molar mass, smallest number first.
SMILES | CHRM1 PAM | CHRM1 antagonist | M1 ag | TAAR1 antagonist | TAAR1 agonist | CHO-K1 Ca ag | CHO parental Ca | M1 PAM parental | CHO-K1 Ca antag
CC1(C)C2CCC13CS(=O)(=O)NC3C2 (stereo unspecified) | 6 | -12 | -4 | 2 | 2 | 0.1 | -1 | 16 | -9
Cn1c(SCC(=O)NC(C)(C)C)nc(O)cc1=O | 7 | -6 | -1 | -9 | -2 | 0.2 | -7 | 11 | -19
Cc1nc2ccc([N+](=O)[O-])cc2c(=O)n1Cc1cccc(F)c1 | -2 | 2 | -5 | -9 | 6 | 1.4 | -15 | -8 | -6
Nc1cc(=O)[nH]c(SCC(=O)Nc2ccc([N+](=O)[O-])cc2)n1 | 7 | -10 | -3 | 0 | 2 | 1.2 | -11 | 21 | -10
COc1ccc(-n2nc(C(=O)N(C)C)nc2-c2ccccc2)cc1 | 9 | -19 | -3 | -22 | 1 | -0.2 | 1 | 16 | -6
CC(C)(C)C(=O)Nc1ccc(S(=O)(=O)Nc2ccccn2)cc1 | 8 | -13 | -5 | 16 | 2 | 0.8 | 4 | 17 | -8
COc1ccc(-n2ncc3c(N(C)C4CCCCC4)ncnc32)cc1 | 9 | -18 | -3 | -23 | -2 | 0.2 | -7 | -5 | -3
O=C(O)CN1C(=O)/C(=C\c2cccc(OCc3ccccc3)c2)SC1=S | 8 | -11 | -5 | -9 | 12 | 0.4 | -12 | 20 | -9
COc1ccc(C2c3sc(=O)[nH]c3SC3C(=O)N(c4ccccc4)C(=O)C32)cc1 (stereo unspecified) | 8 | -16 | 1 | -9 | 4 | 0.9 | -13 | 7 | 2
CCOc1ccc(CCNC(=O)CN2CCN(Cc3ccccc3F)C2=O)cc1OCC | 10 | -17 | -4 | -4 | -1 | 0.3 | -8 | 8 | -9
C[C@H](c1ccccc1)N1C[C@H](COCc2ccccc2)Oc2cc(N3CC[C@H](N(C)C)C3)ccc2S1(=O)=O | / | / | / | 14 | 10 | 0.0 | / | 3 | -16

Next part.
SMILES | CHRM1 PAM | CHRM1 antagonist | M1 ag | TAAR1 antagonist | TAAR1 agonist | CHO-K1 Ca ag | CHO parental Ca | M1 PAM parental | CHO-K1 Ca antag
Cc1cc(C)nc(Sc2ncnc3c2oc2ccccc23)n1 | 7 | -11 | -4 | 16 | 1 | 2.4 | -18 | 19 | 3
C=CCn1c(SCC(=O)Nc2cccnc2Cl)nnc1-c1ccc(Cl)cc1 | -3 | 6 | -4 | 5 | 3 | 0.3 | -11 | 4 | -8
CC(C)(C)C1CCC(=NNC(=O)CC(=O)NCc2ccccc2)CC1 (stereo unspecified) | 5 | -4 | -8 | 4 | 1 | 0.7 | 4 | 27 | -5
COc1ccc2c(c1)CCc1c(C(=O)NCC(C)C)noc1-2 | -4 | 6 | -3 | -29 | 5 | 5.2 | -7 | 0 | 0
COc1ccc(Br)c(C(=O)Nn2c(C)nc3ccccc3c2=O)c1 | -10 | 20 | -2 | 17 | 3 | 1.9 | -19 | 0 | -16
NC(=O)c1cccc([N+](=O)[O-])c1 | 7 | -5 | -4 | -11 | 2 | 7.3 | -7 | 19 | -19
Cc1cc(Cl)c(S(=O)(=O)Nc2ccc3c(c2)OCO3)cc1OCC(N)=O | 11 | -3 | 0 | -14 | 2 | 1.2 | -16 | 22 | -11
N#Cc1cccc2c1-c1ccccc1/C2=N/NC(N)=S | 0 | 3 | -3 | / | / | 2.1 | -5 | -17 | -9
O=S(=O)(c1ccccc1)c1nc(-c2ccc(F)cc2)oc1NCC1CCCO1 (stereo unspecified) | 2 | 6 | -4 | -23 | 3 | -0.3 | -36 | -11 | 1
O=c1[nH][nH]c(-c2ccccc2O)c1C(C[N+](=O)[O-])c1ccc(Br)cc1 (stereo unspecified) | 5 | 4 | -7 | 3 | 4 | 0.0 | 8 | 17 | -10
O=C(COC(=O)CCCNC(=O)c1ccc(Cl)cc1)NC1CC1 | 6 | -6 | -2 | -12 | 1 | 0.7 | -5 | 11 | -10
CC(NCc1ccco1)C(=O)N1CCc2ccccc2C1 (stereo unspecified) | -5 | 3 | -7 | -13 | 18 | 0.1 | -3 | 14 | -15
Cc1cc(OCC(=O)O/N=C(\N)Cc2cccs2)ccc1Br | 2 | -19 | -7 | 11 | 0 | 0.8 | -8 | 19 | -17
CCOc1ccc(N(CC(=O)N2CCN(c3ccccc3OC)CC2)S(=O)(=O)c2ccc(C)cc2)cc1 | 0 | 6 | -3 | 28 | 2 | 0.3 | / | 4 | -15
CCc1ccc(N(CC(=O)Nc2ccccc2C(=O)N2CCOCC2)S(C)(=O)=O)cc1 | 5 | -4 | -1 | 5 | 1 | 1.0 | -7 | -1 | 9
O=C(Nc1nccs1)c1sc2ccccc2c1Cl | 8 | -13 | 1 | 0 | 13 | 0.8 | -20 | -5 | 20
Nn1c(SCc2csc(-c3ccccc3)n2)nnc1-c1cccs1 | 9 | -5 | -3 | -3 | 8 | 1.1 | -9 | 1 | 4
Cc1nn(Cc2c(F)cccc2Cl)c(=O)c2ccccc12 | -6 | 9 | -6 | -6 | 1 | -1.4 | -12 | -15 | 1
COC(=O)c1c(NC(=O)CN2CCC(C(N)=O)CC2)c2c(C)cccc2n1C | 9 | -29 | 1 | -13 | 4 | 0.0 | -4 | -5 | 12
COCCNC(=O)Cn1cnc2c(cnn2-c2ccc(C)cc2)c1=O | 10 | -11 | -4 | -16 | 9 | 0.0 | -5 | -2 | 6
O=C(Cn1nc(C(F)F)cc1C(F)F)NNC(=S)Nc1ccc([N+](=O)[O-])cc1 | 12 | -2 | -5 | -2 | 8 | 0.5 | -7 | 15 | -1
COc1ccc(NC(=O)c2c[nH]n3c(=O)cc(C4CCN(C(=O)OC(C)(C)C)CC4)nc23)cc1Cl | 9 | -5 | 0 | -6 | -1 | 0.3 | -27 | 14 | -10
O=S(=O)(c1ccccc1)N1CCNc2ccccc21 | 10 | 0 | 1 | -6 | 0 | -0.4 | / | 10 | -12
COC(=O)c1cc(C)nc(Nc2nc(C(N)Cc3ccc(F)cc3)cs2)n1 (stereo unspecified) | 7 | -11 | 4 | -16 | 12 | 2.5 | / | 19 | -3
